# Screening data as filed in PubChem.
# KB-3-1 tox – qHTS assay for MDR1-selective chemotherapeutics: Primary screen using the parental adenocarcinoma cell KB-3-1; KB-3-1 viability, CellTiter-Glo ATP luminescence, 72 h; actives 1.4% (n = 400,000); Potency, µM (series often up to 46.1 µM), for the others: at the highest dose activity change, negative = cytotoxic, hits mostly cytotoxic; further: nearly all actives have a fitted effect of over 60% in size
#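 KB-3-1 parental drug-naive adenocarcinoma cells in DMEM/10% FBS, incubated 72 h at 37 C with pin-transferred compounds across a concentration series. Viability by CellTiter-Glo luminescence; concentration-response curves fitted after normalization.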
# KB-V1 cytotox – qHTS assay for MDR1-selective chemotherapeutics: Primary screen using the drug-selected MDR subline cells KB-V1; actives 3.4% (n = 400,000); Potency, µM (top dose mostly 46.1 µM), for the others: at the highest dose activity change, negative = cytotoxicity, usual class: cytotoxic; KB-V1 MDR cells viability, CellTiter-Glo, 72 h; further: nearly all actives have a fitted effect of over 60% in size
#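 KB-V1 cells (P-gp-expressing MDR subline of KB-3-1) in phenol-red-free DMEM with 10% FBS were exposed to library compounds over a concentration series for 72 h at 37 degrees C. Viability read by CellTiter-Glo luminescence; concentration-effect curves fitted after normalization.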
# An asterisk follows results filed as active; ? = inconclusive; & = joins results of further samples. The call rests on the fitted dose curve; in most records, active means well fitted cell-killing curve with a large enough effect; inconclusive means small, poorly fitted or top-dose-only effect, or effect the other way; inactive means flat fitted curve, though single readings scatter. On the % scale 0 is the no-effect control and ±100 the full control effect; potency means the concentration at half of the fitted maximal effect.
1: Cc1ccc(-c2nc(CS(=O)CC(=O)N3CCN(c4cccc(Cl)c4)CC3)c(C)o2)cc1 (stereo not given)
2: CC1(C)CC(=O)C2=C(C1)NC(Nc1nc3ccccc3o1)=NC2c1cccc(F)c1 (stereo not given)
3: CC(=O)Nc1ccc(NS(=O)(=O)c2cc3c4c(c2)CC(=O)N4CCC3)cc1
4: CN1CCCC1CCNc1ncnc2ccc(-c3ccc4c(c3)OCO4)cc12 (stereo not given)
5: O=C(COc1ccccc1)NCc1ccc2c(c1)CCN2C(=O)c1ccc(F)cc1
6: Cc1c(C(=O)NCc2cccc(Cl)c2)sc2nc3n(c(=O)c12)CCC3
7: CCOc1cc(C2Nc3ccccc3C(=O)N2Cc2ccco2)ccc1OCc1ccccc1Cl (stereo not given)
8: COc1cc(NC(=O)CSc2nc3ccccc3nc2Cc2ccc(Cl)cc2)cc(OC)c1

entry no.	1	2	3	4	5	6	7	8
KB-3-1 tox	-24%	24%	11%	21%	-22%	2%	-4%	-1%
KB-V1 cytotox	-11%	10%	?	?	-11%	8%	9%	-16%

9: Cc1sc2ccccc2[n+]1Cc1ccccc1
10: CCc1ccc(NC(=O)CSc2nnc(-c3ccccc3)n2C)cc1
11: Cc1ccc(C)c(NC(=O)C(CC(C)C)N2Cc3ccccc3C2=O)c1 (stereo not given)
12: COc1ccc(NC(=O)COCc2cc(-c3ccco3)on2)cc1Cl
13: CCOC(=O)c1ccc(NC(=O)C2=C(C)C(=O)OC23CCCCCC3)cc1
14: CCOC(=O)c1cc(-c2ccc(OC)c(S(=O)(=O)Nc3ccc(OC)cc3OC)c2)on1
15: COc1ccccc1CN1CCC(CNC(=O)c2cnn(-c3ccc(C)c(C)c3)c2C2CCN(C(=O)OC(C)(C)C)CC2)CC1
16: CNc1ccc(/C=C2\C=Cc3ccccc32)cc1

entry no.	9	10	11	12	13	14	15	16
KB-3-1 tox	10%	?	-4%	?	-1%	4%	-5%	-13%
KB-V1 cytotox	3%	9%	3%	0%	-1%	4%	-29%	-1%

17: O=C(CC1N=C2c3ccccc3N=C(SCc3cccc(Cl)c3)N2C1=O)NC1CCCCC1 (stereo not given)
18: CC(=O)Nc1ccc(S(=O)(=O)O)c2cc(S(=O)(=O)O)c(N=Nc3ccc(N=Nc4ccc(S(=O)(=O)O)cc4)c4ccc(S(=O)(=O)O)cc34)c(O)c12
19: O=C(Cn1ncn2cccc2c1=O)NCc1cccc(Br)c1
20: CCOc1ccc(NS(=O)(=O)c2ccc(-c3cc(C)no3)s2)cc1
21: COC(=O)c1ccccc1S(=O)(=O)Nc1ccc(OC)cc1
22: Fc1c(-c2ccc3ncnc(NCc4cccs4)c3c2)ccc2c1OCO2
23: Cn1nnc2c(N3CCN(c4ccc(F)cc4)CC3)ncnc21
24: COc1ccc2sc(N(Cc3cccnc3)C(=O)COc3ccccc3)nc2c1

entry no.	17	18	19	20	21	22	23	24
KB-3-1 tox	4%	?	14%	0%	0%	-12%	-8%	-1%
KB-V1 cytotox	18%	?	0%	8%	0%	-8%	-20%	-7%

# In a second layout: 13 of the compounds above
# Results follow in this order: KB-3-1 tox | KB-V1 cytotox
(1) Cc1ccc(-c2nc(CS(=O)CC(=O)N3CCN(c4cccc(Cl)c4)CC3)c(C)o2)cc1 (stereo not given)
 : -24% | -11%
(2) CC1(C)CC(=O)C2=C(C1)NC(Nc1nc3ccccc3o1)=NC2c1cccc(F)c1 (stereo not given)
 : 24% | 10%
(3) CC(=O)Nc1ccc(NS(=O)(=O)c2cc3c4c(c2)CC(=O)N4CCC3)cc1
 : 11% | ?
(4) CN1CCCC1CCNc1ncnc2ccc(-c3ccc4c(c3)OCO4)cc12 (stereo not given)
 : 21% | ?
(5) O=C(COc1ccccc1)NCc1ccc2c(c1)CCN2C(=O)c1ccc(F)cc1
 : -22% | -11%
(6) Cc1c(C(=O)NCc2cccc(Cl)c2)sc2nc3n(c(=O)c12)CCC3
 : 2% | 8%
(7) CCOc1cc(C2Nc3ccccc3C(=O)N2Cc2ccco2)ccc1OCc1ccccc1Cl (stereo not given)
 : -4% | 9%
(8) COc1cc(NC(=O)CSc2nc3ccccc3nc2Cc2ccc(Cl)cc2)cc(OC)c1
 : -1% | -16%
(9) Cc1sc2ccccc2[n+]1Cc1ccccc1
 : 10% | 3%
(10) CCc1ccc(NC(=O)CSc2nnc(-c3ccccc3)n2C)cc1
 : ? | 9%
(11) Cc1ccc(C)c(NC(=O)C(CC(C)C)N2Cc3ccccc3C2=O)c1 (stereo not given)
 : -4% | 3%
(12) COc1ccc(NC(=O)COCc2cc(-c3ccco3)on2)cc1Cl
 : ? | 0%
(13) CCOC(=O)c1ccc(NC(=O)C2=C(C)C(=O)OC23CCCCCC3)cc1
 : -1% | -1%

# Other compounds follow.
25: Cc1csc(NCC(=O)c2c[nH]c3ccccc23)n1
26: O=C1CC(c2ccccc2)CC2=C1C(c1ccco1)n1nc(C(F)(F)F)nc1N2 (stereo not given)
27: Cn1nccc1C(=O)NCc1ccc2c(c1)CCN2C(=O)c1ccc(F)cc1
28: COc1cccc2c1Oc1ncccc1N(c1ccc(C(=O)NCc3ccccc3C)s1)C2
29: CN(C)c1ccc(C=Nc2cncc3ccccc23)cc1
30: Cc1ccnc(NC(=S)N2CCN(C)CC2)c1
31: Cc1cccc(N2CCN(C(=O)c3cnn(-c4ccccc4Cl)c3C3CCN(C(=O)OC(C)(C)C)CC3)CC2C)c1 (stereo not given)
32: C[C@@H]1[C@H](c2ccccc2)OCCS(=O)(=O)N1Cc1cccc(Cl)c1

entry no.	25	26	27	28	29	30	31	32
KB-3-1 tox	-71%	13%	3%	12%	?	0%	9%	-26%
KB-V1 cytotox	-17%	0%	-18%	3%	27%	0%	7%	?

33: CC(C)(C)OC(=O)N1CCC(c2c(C(=O)N3CCN(c4ccccn4)CC3)cnn2-c2ccc(F)cc2F)CC1
34: CCc1ccc(CN(Cc2cn[nH]c2-c2ccc(OC)cc2)C(=O)Nc2ccc(C)c(F)c2)cc1
35: O=C(CN1C(=O)c2cccnc2Oc2ccc(Cl)cc21)NCCCN1CCCCC1
36: CC(C)c1ccc(NC(=O)Cn2cc(S(=O)(=O)Cc3cccc(Cl)c3)c3ccccc32)cc1
37: Cc1cc(C)c2c(n1)NCCC2
38: CCN1CCN(C(c2ccccc2)c2c(O)cc(C)n(CCOC)c2=O)CC1 (stereo not given)
39: CCN(CC)c1cc(C)c(/C=C/c2ccnc3ccccc23)cc1C
40: Cc1ccc2c(c1)N(CC(=O)Nc1ccccc1C(F)(F)F)C(=O)c1cccnc1O2

entry no.	33	34	35	36	37	38	39	40
KB-3-1 tox	8%	0%	4%	12%	-2%	-6%	12µM*	4%
KB-V1 cytotox	-2%	0%	12%	-10%	-4%	-8%	?	-2%

41: Cc1ccc(-n2ncc(C(=O)Nc3ccc4c(c3)OCCO4)c2C2CCN(C(=O)OC(C)(C)C)CC2)cc1
42: O=C(C[n+]1ccccc1Cl)c1ccc(I)cc1
43: CCc1ccccc1Nc1sc(C(=O)c2ccccc2)c(N)c1S(=O)(=O)c1ccccc1
44: O=C(NCc1cccc(Cl)c1)C1CCCN(c2nn3cc(-c4ccc(F)cc4)nc3s2)C1 (stereo not given)
45: Cc1ccc2c(/C=C/c3ccc(N(C)C)cc3)ccnc2c1
46: CCCCN(CC)C(=O)Nc1ccc2c(c1)N(C)C(=O)c1ccccc1S2
47: COc1cccc(CNc2nc(Cl)nc3nc[nH]c23)c1
48: CCOc1ccc(-c2cc(NC(=O)c3ccccc3)c(C(=O)OC)s2)cc1

entry no.	41	42	43	44	45	46	47	48
KB-3-1 tox	3%	?	-8%	-27%	-30%	-6%	9%&-19%	7%
KB-V1 cytotox	-10%	?	5%	-21%	?	-10%	-21%&-22%	10%

49: CC/C(=C\c1ccc(C(=O)OC)cc1)c1cc(OC)cc2oc3ccccc3c12
50: Cc1ccccc1CCNC(=O)c1ccc2c(c1)c(C)c(C)n2C
51: CCOc1ccc(NC(=O)C2CCN(c3nc4ccccc4[nH]3)CC2)cc1
52: CC(C)[C@H]1c2ccc(F)cc2CC[C@@]1(CCN(C)CCCc1nc2ccccc2[nH]1)OC(=O)C1CC1
53: O=C(CCC(=O)N1CC2CCCN2c2ccccc21)NCc1ccccc1Cl (stereo not given)
54: CCOC(=O)c1c(NC(=O)c2cc3nc(-c4ccc(OC)cc4)cc(C(F)(F)F)n3n2)sc2c1CCC(C)C2 (stereo not given)
55: CCOc1ccc(CNS(=O)(=O)c2cc(-c3cc(C)no3)ccc2C)cc1OC
56: COc1ccc(CNC(=O)c2ccc(NC(=O)N3CCSc4ncccc43)cc2)cc1OC

entry no.	49	50	51	52	53	54	55	56
KB-3-1 tox	-1%	-2%	-4%	?	-1%	-6%	4%	-1%
KB-V1 cytotox	5%	5%	?	21µM*	-13%	-6%	3%	?

57: CCc1ccc(NC(=O)c2cnc3c(-c4ccccc4)c(C)nn3c2C)cc1
58: CCCCN(CC)CCCNC(=O)CS(=O)(=O)Cc1nc(-c2ccc(C)cc2)oc1C
59: Cc1ccc(CSC2=Nc3ccccc3C3=NC(CC(=O)NC4CCCCC4)C(=O)N23)c(C)c1 (stereo not given)
60: COc1ccccc1C(=O)OCC(=O)Nc1ccc(N2CCCCC2)cc1
61: CCCN1C(=O)c2ccccc2NC1c1ccc(OC)c(COc2ccc([N+](=O)[O-])cc2)c1 (stereo not given)
62: COc1ccccc1CNC(=O)c1cnn(-c2ccc(F)cc2F)c1C1CCN(C(=O)OC(C)(C)C)CC1
63: Cc1ccc(NS(=O)(=O)c2ccc3c(c2)CCC(=O)N3)cc1F
64: COc1ccc(CN2CC[C@H]3C=CC[C@@H](C(=O)Nc4ccccc4)[C@H]3C2=O)cc1OC

entry no.	57	58	59	60	61	62	63	64
KB-3-1 tox	-3%	-10%	-4%	?	-1%	12%	18%	18%&-3%
KB-V1 cytotox	14%	-4%	7%	14%	27%	-3%	?	?

# Laid out differently: results already given
cpd	structure	KB-3-1 tox	KB-V1 cytotox
29	CN(C)c1ccc(C=Nc2cncc3ccccc23)cc1	?	27%
58	CCCCN(CC)CCCNC(=O)CS(=O)(=O)Cc1nc(-c2ccc(C)cc2)oc1C	-10%	-4%

# Next records follow.
65: O=S(=O)(c1ccc(Br)cc1)N1CCN(c2nc(-c3ccccc3)nc3ccccc23)CC1
66: COc1ccc(CCNC(=O)c2cccc(-n3cnc4cccnc43)c2C)cc1OC
67: Cc1ccc(CCNC(=O)c2cnc3c(-c4ccc(F)cc4)c(C)nn3c2C)cc1
68: Cc1ccccc1OCC(=O)NCC(=O)OCC(=O)c1ccc(-c2ccccc2)cc1
69: Cc1cc(C=O)cc(C)c1[N+](=O)[O-]
70: COc1ccc(OC)c(CCNC(=O)Cn2nc(C)n3c(cc4sccc43)c2=O)c1
71: COc1ccccc1NC(=O)Cn1c(=O)n(Cc2nc(-c3ccccc3)no2)c(=O)c2ccccc21
72: O=[N+]([O-])c1ccc(Nc2nc(NCCN3CCOCC3)nc(Nc3ccc(I)cc3)n2)cc1

entry no.	65	66	67	68	69	70	71	72
KB-3-1 tox	15%	4%	1%	?	7%	4%	8%	?
KB-V1 cytotox	0%	12%	6%	?	7%	8%	-11%	-24%

73: CCCC(=O)Nc1ccccc1OCc1cc(=O)n2cc(C)ccc2n1
74: O=c1oc2ccc(Br)cc2cc1-c1nc2c(s1)CCc1ccccc1-2
75: Cc1ccc(C)c(N2CCN(C(=O)c3cnc4c(-c5ccccc5)c(C)nn4c3C)CC2)c1
76: CCc1ccc(S(=O)(=O)c2nnn3c2nc(N2CCOCC2)c2sccc23)cc1
77: CCOc1ccc2nc(N3CCCC(C(=O)Nc4ccc(Br)c(C)c4)C3)sc2c1 (stereo not given)
78: COc1cccc(NC(=O)C2=C(C)C(=O)OC23CCN(C(C)=O)CC3)c1
79: Cc1ccc(NC(=O)C2CCN(c3nc4ccccc4[nH]3)CC2)c(C)c1
80: Cc1oc(-c2ccc(C(=O)Nc3ccc(F)cc3)cc2)nc1COc1ccccc1

entry no.	73	74	75	76	77	78	79	80
KB-3-1 tox	-1%	2%	-15%	25%	7%	6%	-5%	-16%
KB-V1 cytotox	20%	8%	2%	7%	0%	?	4%	-15%

81: O=c1cc(O)c2c([nH]1)CCC2
82: Cc1ccc(Cn2c(C)c3cnn(CC(=O)N4CCN(c5ccc(F)cc5)CC4)c(=O)c3c2C)cc1
83: CN(C)c1ccc(/C=C/c2ccnc3c(N)cccc23)cc1
84: COc1ccc(S(=O)(=O)c2cn(Cc3ccccc3)c3cc(N4CCCC4)c(F)cc3c2=O)cc1

entry no.	81	82	83	84
KB-3-1 tox	?	?	?	-7%
KB-V1 cytotox	0%	?	0%	-9%

# Not all compounds are listed; rates above refer to the full screens.
